MITF inh: blocks human microphthalmia-associated transcription factor; O75030; AlphaScreen MITF homodimerization, bead proximity signal; inhibition, % at 2.6 µM; 650,000 compounds, 0.91% hits; in the data active means inhibition above about 50%;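 further: 0% = vehicle wells with protein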
Target sequence (O75030 whole entry, looked up): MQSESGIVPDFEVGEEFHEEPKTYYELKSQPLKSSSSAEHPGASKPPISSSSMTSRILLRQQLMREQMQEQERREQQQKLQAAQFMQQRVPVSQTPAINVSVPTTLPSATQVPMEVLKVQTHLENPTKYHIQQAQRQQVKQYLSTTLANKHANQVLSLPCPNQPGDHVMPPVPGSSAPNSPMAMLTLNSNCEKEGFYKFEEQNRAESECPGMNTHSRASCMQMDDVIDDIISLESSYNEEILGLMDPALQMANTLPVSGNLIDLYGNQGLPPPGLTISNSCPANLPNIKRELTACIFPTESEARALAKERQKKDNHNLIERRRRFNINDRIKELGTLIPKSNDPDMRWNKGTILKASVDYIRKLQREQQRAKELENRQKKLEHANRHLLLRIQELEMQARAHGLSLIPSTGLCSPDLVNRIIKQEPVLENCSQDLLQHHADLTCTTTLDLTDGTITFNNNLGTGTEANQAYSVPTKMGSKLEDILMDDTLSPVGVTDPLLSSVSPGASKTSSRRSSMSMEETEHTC
FBW7 act: human FBW7 E3 ligase activation, primary screen; 650,000 compounds, 0.13% hits; AlphaScreen FBW7–phospho-cyclin E peptide binding, activator screen; normalized activity (activation), % at 26.1 µM; Q969H0; in the data active means normalized activity above about 1.9%;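 further: purified mutant Fbw7 with reduced substrate affinity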
GPR151 ag: activates the human receptor GPR151. 650,000 compounds, 1% hits. activation, % at 11.2 µM. PathHunter beta-arrestin GPR151 cells, luminescence. AID 1508602. Q8TDV0; in the data active means activation above about 4.9%;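 further: 0% = median of compound wells and 100% = cells with positive control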
Target sequence (Q8TDV0 whole entry, looked up): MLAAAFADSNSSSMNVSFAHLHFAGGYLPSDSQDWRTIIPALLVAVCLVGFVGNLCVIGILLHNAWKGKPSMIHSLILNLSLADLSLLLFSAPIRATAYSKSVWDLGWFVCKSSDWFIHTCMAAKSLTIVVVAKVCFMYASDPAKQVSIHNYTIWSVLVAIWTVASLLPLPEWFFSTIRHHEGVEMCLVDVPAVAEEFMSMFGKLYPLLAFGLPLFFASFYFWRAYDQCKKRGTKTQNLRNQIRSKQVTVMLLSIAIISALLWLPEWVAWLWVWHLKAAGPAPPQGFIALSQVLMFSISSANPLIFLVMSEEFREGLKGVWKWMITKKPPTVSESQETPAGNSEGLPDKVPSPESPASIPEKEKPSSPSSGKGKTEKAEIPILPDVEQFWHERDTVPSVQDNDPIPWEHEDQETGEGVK
TEAD-YAP inh: TEAD-YAP interaction inhibition; HEK-TIYL cells, TEAD-Gal4/YAP UAS-luciferase luminescence; inhibition, % at 9.12 µM; 640,000 compounds, 1.4% hits; AID 1259422; in the data active means inhibition above about 32%;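 further: 0% = median of test compound wells and 100% = reference inhibitor wells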
* = called active by the depositor; . = no result given.

SMILES	MITF inh	FBW7 act	GPR151 ag	TEAD-YAP inh
O=C(C1CC(c2ccc(F)cc2)=NO1)N1CCCc2ccccc21 (centres undefined)	4	-0.1	-0.2	-8
COc1ccc(C(=O)NCCc2nc(C)c(C)s2)cc1OC1CCN(C(C)=O)CC1	-1	-0.1	2.1	1
CCOC(=O)N1CCN(C(=O)Cn2nc(-c3ccc(C)cc3)ccc2=O)CC1	-1	0.1	-0.8	8
Cc1cc([N+](=O)[O-])nn1CC(=O)O	-8	0.2	1.6	-8
O=C(NNC(=O)c1ccncc1)NC12CC3CC(CC(C3)C1)C2	18	0.7	-1.3	13
Cc1c(-c2ccc(C3C4=C(CC(C)(C)CC4=O)OC4=C3C(=O)CC(C)(C)C4)o2)ccc([N+](=O)[O-])c1C	10	0.1	0.4	8
CCOC(=O)C(C)(C)NS(=O)(=O)c1cccc([N+](=O)[O-])c1	0	0.0	0.0	8
COCCN(CC(=O)NC1CCCCC1)C(=O)c1csnn1	0	0.0	0.0	-1
Cc1nnn(-c2nonc2N)c1C(=O)N/N=C/c1ccc([N+](=O)[O-])o1	-9	0.0	0.2	8
COc1ccc(CCNC(=O)CNC(=O)c2nn(-c3ccc(OC)c(OC)c3)c(=O)c3ccccc23)cc1OC	1	0.4	-0.2	40*
O=C(/C=C/c1cccc([N+](=O)[O-])c1)Nc1ccc2oc(-c3ccncc3)nc2c1	2	0.0	1.9	-10
CC1CCCCC1NC(=O)COC(=O)COc1ccc(Cl)cc1 (centres undefined)	-1	0.1	0.3	-1
O=C(C1c2ccccc2C(=O)N2CCc3ccccc3C12)N1CCN(C2CCCCC2)CC1 (centres undefined)	-2	-0.1	12*	4
CCCOC(=O)C1=C(C)NC2=C(C(=O)CC(c3ccc(OC)cc3)C2)C1c1cccc([N+](=O)[O-])c1 (centres undefined)	-10	-0.3	-0.8	5
c1ccc(CNc2nc(Nc3ccc(N4CCOCC4)cc3)nc3c2ncn3-c2ccsc2)cc1	21	0.3	3.1	-10
Nc1c(-c2ccccc2)sc2nc(-c3ccccc3)cc[n+]12	-3	0.2	-0.5	1
CCCCOc1ccc(C(=O)N/C(=C\c2ccc(Br)cc2)C(=O)Nc2ccccc2Cl)cc1	18	0.1	0.5	1
CC(=O)Nc1cccc(NC(=O)Nc2nonc2C)c1	1	0.0	-0.7	-6
O=C1C2C3C=CC(C3)C2C(=O)N1c1ccc(Br)cc1[N+](=O)[O-] (centres undefined)	-17	0.0	1.2	1
O=C(CS(=O)(=O)c1ccccc1)Nc1ccc(Cl)cn1	-1	0.0	2.9	-6
CC(=O)NC(CC(C)C)c1nnc2n1CCN(C(=O)CCc1ccc3c(c1)OCO3)CC2 (centres undefined)	1	0.6	-0.6	4
CCCCOc1ccc(N2C(=O)C3C4C=CC(CC4)C3C2=O)cc1 (centres undefined)	-8	0.0	0.4	5
CN(Cc1ccon1)C(=O)CC1C(=O)NCCN1Cc1c(F)cccc1Cl (centres undefined)	6	0.0	1.9	4
COc1ccc(NC(=O)N2CCCC(C(=O)NCCC(C)C)C2)cc1 (centres undefined)	5	0.1	-0.1	-5

Compound profiles, from the list above. Screens in order: MITF inh, FBW7 act, GPR151 ag, TEAD-YAP inh
`O=C(C1c2ccccc2C(=O)N2CCc3ccccc3C12)N1CCN(C2CCCCC2)CC1` (centres undefined) is entered as -2, -0.1, 12*, 4
`CC(=O)Nc1cccc(NC(=O)Nc2nonc2C)c1` is entered as 1, 0.0, -0.7, -6
`CC(=O)NC(CC(C)C)c1nnc2n1CCN(C(=O)CCc1ccc3c(c1)OCO3)CC2` (centres undefined) is entered as 1, 0.6, -0.6, 4
`CCCOC(=O)C1=C(C)NC2=C(C(=O)CC(c3ccc(OC)cc3)C2)C1c1cccc([N+](=O)[O-])c1` (centres undefined) is entered as -10, -0.3, -0.8, 5

Additional records follow:
SMILES	MITF inh	FBW7 act	GPR151 ag	TEAD-YAP inh
COCC(C)n1c(C)cc(C(=O)COC(=O)CCc2nc3ccccc3s2)c1C (centres undefined)	2	-0.1	-1.0	1
Cc1nnc2ccc(SCC(=O)N3CCCC(C(=O)c4cccs4)C3)nn12 (centres undefined)	-1	0.2	0.8	-2
CCC(NC(=O)Oc1ccc2ccccc2c1)(C(F)(F)F)C(F)(F)F	-2	-0.2	-0.2	-16
C=C1CSc2nc(=O)c3c4c(sc3n21)CCCC4	17	0.2	-1.5	4
Cc1cnc(NCCCN2CCCC2=O)nc1NC1CCN(Cc2ccccc2)CC1	-1	0.0	2.3	3
O=C1c2ccccc2C(=O)N1CNc1ccc(Cl)cn1	7	0.2	1.6	3
Cn1c(=O)[nH]c(=O)c2c1nc(NCCCN1CCOCC1)n2CCO	0	-0.1	10*	-6
CCN1CCc2c(sc(NC(=O)CSc3ccccc3)c2-c2nc3ccccc3s2)C1	-42	0.7	-0.9	-5
Cc1ccc(S(=O)(=O)N2Cc3ccccc3CC2C(=O)N2CCCCC2)cc1 (centres undefined)	-8	0.1	-1.1	3
O=C(NCc1ccc2c(c1)OCO2)c1ccc(OCC(=O)C2CC2)cc1	-3	0.1	1.7	-3
CN1C[C@@H]2C[C@@H](c3cccc(-n4cccn4)c3)N3CCC[C@@]23C1=O	-23	0.1	-0.4	-2
CC1CCCCN1CCNC(=O)CCNS(=O)(=O)c1ccc(Br)cc1 (centres undefined)	1	0.0	1.2	0
COC(=O)CCCNC(=O)CCc1nnc(Cc2cccc(C)c2)o1	16	0.3	-1.8	-74
O=C1CSC(c2ccccc2)N1Cc1ccco1 (centres undefined)	1	-0.3	-0.3	-1
O=C1ON=S=C1c1ccccc1	13	0.3	1.2	10
Cc1c(C)c2c(c(C)c1O)CCC(C)(CCCC(C)C(=O)O)O2 (centres undefined)	2	.	-1.8	.
Fc1cc(-c2nc(Nc3ccc(-n4cnc(-c5ccccn5)n4)cc3)ncc2F)cc(N2CCOCC2)c1	14	0.2	0.4	58*
CSc1ccc(-c2nc(C)c(C(C)=O)n2O)cc1	14	-0.1	-3.6	-18
CCc1ccc(N(CC(=O)NC(C)CC)S(=O)(=O)c2ccccc2)cc1 (centres undefined)	-4	-0.1	2.2	-1
CC(C)NC(=O)Cn1c(=O)c2cccn2c2ccccc21	-8	0.0	-1.0	-3
CCCCN1C(=O)CCc2cc(NS(=O)(=O)Cc3ccccc3)ccc21	5	0.2	-0.1	10
CCC(C)(C)NC(=O)CSc1nnc2n(CC(=O)N3CCCC3)c3ccccc3n12	4	-0.1	1.2	1
CCOc1ccc(N=c2ssc3c2-c2ccc(C)cc2NC3(C)C)cc1	3	0.1	0.9	-7
CC1CCCN(C(=O)c2c([N+](=O)[O-])cnn2C)C1 (centres undefined)	14	0.2	-0.8	0

Some of the entries so far, in CSV form.
smiles,MITF inh,FBW7 act,GPR151 ag,TEAD-YAP inh
CCc1ccc(N(CC(=O)NC(C)CC)S(=O)(=O)c2ccccc2)cc1 (centres undefined),-4,-0.1,2.2,-1
CC(C)NC(=O)Cn1c(=O)c2cccn2c2ccccc21,-8,0.0,-1.0,-3
CCCCN1C(=O)CCc2cc(NS(=O)(=O)Cc3ccccc3)ccc21,5,0.2,-0.1,10
CCC(C)(C)NC(=O)CSc1nnc2n(CC(=O)N3CCCC3)c3ccccc3n12,4,-0.1,1.2,1
CCOc1ccc(N=c2ssc3c2-c2ccc(C)cc2NC3(C)C)cc1,3,0.1,0.9,-7
CC1CCCN(C(=O)c2c([N+](=O)[O-])cnn2C)C1 (centres undefined),14,0.2,-0.8,0

Carrying on:
SMILES	MITF inh	FBW7 act	GPR151 ag	TEAD-YAP inh
O=C1N[C@@H](Cc2c[nH]c3ccccc23)C(=O)N2CCN(Cc3ccc4ncccc4c3)C[C@H]12	-5	-0.2	-0.4	-2
COc1ccc(C)cc1-n1nnc(-c2nc(-c3ccccc3F)no2)c1N	17	1.4	-1.6	-18
Nc1nc[nH]c(=O)c1N=Cc1ccc([N+](=O)[O-])cc1	1	-0.1	-1.4	15
Cc1cc2c(cc1S(=O)(=O)N(C)C1CCCC(C)C1C)OCC(=O)N2 (centres undefined)	5	0.3	-0.5	-12
CC(C)NCc1ccc(-c2nccnc2NS(=O)(=O)c2ccc3c(c2)OCCO3)cc1	2	-0.4	0.8	-6
CCN(CC)S(=O)(=O)c1cc(C(=O)NCCc2ccc(O)c(O)c2)ccc1Cl	10	0.1	1.1	3
Cc1nn(-c2ccc(Cl)nn2)c(=O)c2ccccc12	-1	-0.2	1.5	-44
CC(C)Cc1cc(C(=O)Nc2ccc(Br)cc2)no1	2	0.0	-0.1	-55
O=[N+]([O-])c1ccc(O)c(/C=N/n2c(-c3ccccc3)n[nH]c2=S)c1	4	0.1	-0.7	4
Cc1cccnc1C(NC(=O)C1CCN(C(=O)c2cccs2)CC1)c1ccc(F)cc1 (centres undefined)	7	-0.3	0.1	-3
Ic1ccc(Nc2nc(NC3CCCCC3)nc(N3CCOCC3)n2)cc1	11	0.3	0.5	8
O=C(NCc1ccco1)C1CC12CCN(Cc1nc(-c3ccccc3)cs1)CC2 (centres undefined)	0	0.0	-1.5	56*
CCCCn1c(SCC(=O)OC)nc2sc3c(c2c1=O)CCC3	-4	0.4	-0.8	1
O=C(COc1ccc(Cl)cc1Cl)NNC(=S)Nc1ccccc1	-7	-0.1	1.4	8
CCC1CCCCN1C(=O)c1ccc2c(=O)n(Cc3ccc4c(c3)OCO4)c(=O)[nH]c2c1 (centres undefined)	8	-0.2	0.4	20
O=C(CCCC(=O)OCC(=O)c1ccc(F)cc1)Nc1ccc(Br)cc1	-2	-0.1	1.1	10
O=C(NCC1Cc2cc(F)cc(-c3cccnc3)c2O1)C1(N2CCOCC2)CCCCC1 (centres undefined)	-20	0.1	-0.3	-3
O=C(Nc1nc(-c2ccc(Oc3ccccc3)cc2)cs1)c1cccc(F)c1	2	0.2	-1.0	-1
CCOC(=O)c1ccc(-n2c(-c3ccccc3)cc3c2CC(C)(C)CC3=O)cc1	14	0.0	-2.2	3
O=C1NC(=Nc2ccccc2Cl)S/C1=C/c1ccc(OC(=O)c2ccccc2Cl)cc1	-8	-0.2	-0.6	14
Cc1cccn2c(CN(C)CC3CCCCO3)c(C(=O)N(C)CCc3ccccc3)nc12 (centres undefined)	-1	-0.1	-0.4	-2
O=C(Nc1cccnc1N1CCC2(CC1)OCCO2)c1ccc(Br)o1	-11	0.0	0.7	17
O=C1C(=Cc2ccc(O)c(Cl)c2)C(=O)c2ccccc21	16	0.1	-2.0	1
O=C(N=C1N=C2C=CC=CN2Cc2ccccc21)c1ccc2ncccc2c1	-6	0.1	-6.8	-38
Cc1cc([N+](=O)[O-])cc2c1=NC(=O)C=2c1sc(=S)[nH]c1O	17	-0.1	-0.6	-7
CC(C)(C)C1=Nc2ccccc2NC(=O)C1	13	0.2	-0.2	-4
COC(=O)CCC(=O)Nc1cc(C)ccc1C	-6	0.0	0.3	-5
O=C(Cn1cc2c(n1)CCCCC2)NC1CC1	13	0.6	0.5	-4
O=Cc1ccc(OCc2cccc([N+](=O)[O-])c2)c(Br)c1	-2	-0.1	-0.8	-47
Cc1sc2nc(CN3CCCC3)[nH]c(=O)c2c1C	7	0.5	0.8	-5
C=CCNS(=O)(=O)c1cc(C)ccc1OC	6	0.1	0.8	-2
Cc1cc(NC(=O)c2cnn3cc(Br)cnc23)no1	5	0.2	-1.1	-18
CCc1ccc(OCC2c3cc(OC)c(OC)cc3CCN2C(=O)c2cccc([N+](=O)[O-])c2)cc1 (centres undefined)	3	0.1	-0.5	-5
O=C(Nc1ccc(F)cc1)c1ccc([N+](=O)[O-])s1	5	-0.2	1.1	0
CCOC(=O)C1=C(C)N=c2s/c(=C/c3ccccc3F)c(=O)n2C1c1ccccc1Cl (centres undefined)	13	0.1	-2.0	6
O=C(CSc1c[nH]c2ccccc12)N1CCN(c2ccccc2)CC1	4	0.0	-0.3	14
Cn1c(=O)c2c(nc(CN3CCCCC3)n2CCN2CCOCC2)n(C)c1=O	-5	0.0	1.5	6
CCOC(=O)Cc1ccc(N(Cc2ccc(Cl)cc2)S(=O)(=O)c2ccc(F)c(C(=O)Nc3ccc(C)c(C)c3)c2)cc1	-1	-0.1	-1.3	8
COc1ccc(Br)cc1S(=O)(=O)Nc1ccccc1O	7	0.3	2.6	-2
CCC(=O)c1c(O)cc(O)cc1O	8	0.0	0.1	-1
O=c1/c(=C\c2ccc(Br)c([N+](=O)[O-])c2)sc2nc3ccccc3n12	6	0.2	-1.4	11
O=C(COc1ccc([N+](=O)[O-])cc1)NCc1ccccn1	-5	-0.1	0.4	-4
O=C(NCCN1CCOCC1)c1cnc(Nc2ccc3ncccc3c2)s1	-11	0.1	-1.0	0
COc1ccc(-c2cc(C(=O)NC(C)c3ccccc3)no2)cc1OC (centres undefined)	9	0.0	-0.4	11
COC(=O)C(=O)CC(=O)c1ccc2c3c(cccc13)CC2	0	-0.1	-0.9	3
O=C(NCc1nc2ccccc2[nH]1)c1ccccc1	5	0.4	-1.3	-7
CC(=O)c1cccc(N(CC(=O)NCCSCc2ccccc2)S(C)(=O)=O)c1	16	0.6	0.6	-5
Cc1ccc(OCCn2c(SCC(N)=O)nc3ccccc32)c(C(C)C)c1	21	-0.1	-0.8	0
Cc1cc(N2CCCCC2)nc(NCCNC(=O)Nc2ccc(F)cc2F)n1	0	-0.2	-2.4	37*
CC(=O)N1CCN(c2ccc(Cl)cc2[N+](=O)[O-])CC1	-18	0.0	0.2	1
O=C(c1ccncc1)N(Cc1cc2cc3c(cc2nc1Cl)OCO3)C1CCCC1	-7	0.0	-0.7	-1

High-throughput results deposited in PubChem BioAssay by The Scripps Research Institute Molecular Screening Center.
